RmlCD inh mix – mixture blocks RmlC and RmlD coupled enzyme activity | RmlC/RmlD coupled enzyme inhibition, 384-well mixture HTS | inhibition, % at 5.5 µM | hit rate 0.39% among 110,000 | AID 1532; in the data active = inhibition above about 30%, passing the limit was not always enough; note: strong numbers were not always called active
HIV RNase H inh – blocks HIV-1 RNase H cleavage of RNA/DNA duplex; P04585; RT-RNase H RNA/DNA duplex cleavage, fluorescence; inhibition, % at 10 µM; AID 565; hit rate 1.9% among 65,000; in the data active = inhibition above about 50%
Active calls of the source: *; / = no result given. A portion of the library; rates above refer to the full screens.

Every second line gives: RmlCD inh mix	HIV RNase H inh
O=c1cc(CN2CCN(c3cccc(Cl)c3)CC2)c2cc3c(cc2o1)CCCC3
→ -8	/
Cc1ccc(Nc2nc(C)cc(C)n2)c(Br)c1
→ 4	-23
Cc1ccc(CNC(=O)CCS(=O)(=O)c2ccc(Br)s2)o1
→ 2	-19
CCN1CCN(C(=O)C2=C(C(=O)O)CCCC2)CC1
→ -7	-25
CCOC(=O)c1c(NC(=O)c2ccccc2Br)sc2c1CCc1ccccc1-2
→ 4	/
CCOC(=O)N1CCN(S(=O)(=O)c2cc(Cl)c(OC)cc2Cl)CC1
→ 2	-6
O=C(Nc1nnc(C2CCCCC2)s1)c1ccc(Br)s1
→ 6	-2
CCCCCCCCCCCC(=O)NC(C(=O)OCC)C(O)c1cccc([N+](=O)[O-])c1 (stereo unspecified)
→ -12	/
COc1cc(N2C(=O)NC3CC2(C)Oc2ccccc23)cc(OC)c1OC (stereo unspecified)
→ -10	-12
O=C(N1CCOCC1)n1nnc2ccccc21
→ /	-1
COc1ccc(C2=CC(c3ccc(F)cc3)n3nnnc3N2)cc1 (stereo unspecified)
→ /	12
Cc1ccc(C(=O)NCCc2ccncc2)cc1
→ -6	/
Cc1ccc2[nH]cc(C(=O)CN3CCOCC3)c2c1
→ -5	/
CCOC(=O)c1nn(-c2ccc(Cl)cc2)c2nc(-c3ccc(C)cc3)c(C#N)c(=O)n12
→ 11	/
CCN1CCN(c2cc3c(cc2F)c(=O)c(C(=O)O)cn3C2CC2)CC1
→ 12	-5

Look-ups from the entries so far.
RmlCD inh mix, Cc1ccc(CNC(=O)CCS(=O)(=O)c2ccc(Br)s2)o1 → 2
RmlCD inh mix, CCOC(=O)c1c(NC(=O)c2ccccc2Br)sc2c1CCc1ccccc1-2 → 4
RmlCD inh mix, COc1cc(N2C(=O)NC3CC2(C)Oc2ccccc23)cc(OC)c1OC (stereo unspecified) → -10
HIV RNase H inh, CCOC(=O)N1CCN(S(=O)(=O)c2cc(Cl)c(OC)cc2Cl)CC1 → -6

Further compounds follow.
Every second line gives: RmlCD inh mix	HIV RNase H inh
Cc1cc(NC(=O)CSc2nnc(-c3ccco3)o2)no1
→ 4	-10
C[C@@H]1CC=C[C@H]2[C@H]1C(=O)N(Cc1ccccc1)[C@H]2c1ccc(/C=C/c2ccccc2)cc1F
→ 1	/
CCCC(=O)NCCCc1nc2ccccc2n1C
→ -15	-4
Cn1nc(C(F)(F)F)c(C#N)c1N1CCN(c2cccc(C(F)(F)F)c2)CC1
→ -3	/
N#Cc1c(N)nc2c(c1-c1ccco1)CCCCC2
→ 3	-22
Cc1ccc(/C(N)=N/OC(=O)N2c3ccccc3Sc3ccccc32)cc1
→ 6	/
O=C(CO/N=C/c1cccc([N+](=O)[O-])c1)Nc1ccc2ccccc2c1
→ 8	/
O=C(Cc1coc2ccc3ccccc3c12)NCc1ccccc1
→ -5	/
CCOC(=O)c1ccc(NC(=O)CN2CCN(c3ccccc3)CC2)cc1
→ -16	6
COc1cccc(CNC(=O)CCS(=O)(=O)c2cccs2)c1
→ -4	/
CCOC(=O)N1CCN(CC(=O)c2ccc3c(c2)CCN3C(C)=O)CC1
→ -8	0
CCOc1ccccc1N1CCN(c2nc3ccccc3nc2C(C#N)C(=O)OC(C)C)CC1 (stereo unspecified)
→ /	13
O=C(COc1ccc(Cl)cc1)NCc1nnc(SCC(=O)N2CCCc3ccccc32)o1
→ -12	-9
CC(C)CC(C(=O)N1CCc2ccccc2C1)N1C(=O)c2ccccc2C1=O (stereo unspecified)
→ 4	/
Cc1cccc(N2CCN(c3nnnn3-c3ccccc3)CC2C)c1 (stereo unspecified)
→ 4	-7
O=S(=O)(Nc1ccc(-c2nc3ccccc3o2)cc1)c1ccccc1
→ -3	-2
CC(=O)Nc1n[nH]c(S(=O)(=O)Cc2ccc(Cl)cc2Cl)n1
→ 10	3
Cc1cc(Oc2ccc(C#N)cc2)nc(NCc2ccccc2)n1
→ 5	/
CCc1nc(C)c(-c2ccccc2)c(=O)[nH]1
→ 5	-4
Cc1cc(NC(=O)Cn2nc3c(cc2=O)CCCC3)ccc1Br
→ /	-21
O=C(COC(=O)c1ccccc1F)c1ccc(-n2nncc2-c2ccco2)cc1
→ 12	21
O=c1oc2c3c(nn2c2ccccc12)CCCC3
→ 16	-4
COc1ccc(Oc2ccc(S(=O)(=O)N3CCCCC3)cc2S(=O)(=O)N2CCCCC2)cc1
→ /	8
CC(C)OCC(O)CSc1ccccn1 (stereo unspecified)
→ -9	-2
COc1cccc(-n2nnnc2SCC(=O)N2CCCc3ccccc32)c1
→ -13	9
Cc1cc(C)cc(N2C(=O)CC(N(C(=O)c3ccco3)c3cc(C)cc(C)c3)C2=O)c1 (stereo unspecified)
→ 6	/
O=C(CC1(C(=O)O)CCCC1)N1CCOCC1
→ 1	/
CS(=O)(=O)c1ccc(N2CCOCC2)c(S(C)(=O)=O)c1
→ 6	-4
Cc1ccc(-c2nnn(CCC(=O)NC3CCCC3)n2)cc1
→ -3	3
Cn1c(=O)oc2cc(S(=O)(=O)NCCN3CCCCCC3)ccc21
→ -4	-30
COc1ccc(OCC(=O)O/N=C(\N)Cc2ccc(Cl)cc2)cc1
→ 4	/
O=S(=O)(c1ccc(Cl)s1)N1CCCc2cccc(O)c21
→ -4	/
Cc1nc2ccccc2nc1OCC(=O)Nc1cc(C(F)(F)F)ccc1N1CCOCC1
→ -11	2
CCNC(=O)COC(=O)C1CCC(=O)N(c2ccc(OC)cc2)C1c1ccc(OC)cc1 (stereo unspecified)
→ 4	/
COC(=O)c1ccc(Cl)c(NC(=O)NC23CC4CC(CC(C4)C2)C3)c1
→ -5	/
Cc1ccc(CN(CC2CCCO2)C(=O)CN2C(=O)C(C(C)C)Oc3ccccc32)o1 (stereo unspecified)
→ 7	-23
COC(=O)c1c(NC(=O)c2ccco2)sc2c1C(C(=O)OC)CC2 (stereo unspecified)
→ 8	-5
O=C(Cn1c(=O)sc2ccccc21)Nc1ccc(S(=O)(=O)N2CCCCC2)cc1
→ 6	1
COCCNC(=O)NC(=O)COC(=O)c1cc([N+](=O)[O-])ccc1Sc1nc(C)cs1
→ -5	/
COc1ccccc1OCc1ccc(C(=O)N(C)C)o1
→ 8	/
C/C(NC(=O)c1ccccc1F)=C1\C(=O)C[C@@H]2[C@H]1C2(C)C
→ 10	7
O=C(Nc1ccccc1)ON=C1c2ccccc2-c2ccccc21
→ -8	/
Nc1ncc(P(=S)(N2CCOCC2)N2CCOCC2)s1
→ -10	-12
CCOC(=O)N1CCN(C(=O)Cn2ncc3c2-c2ccccc2OC3)CC1
→ 6	-10
Cc1nn(-c2ccccc2)c(Cl)c1C1C(C#N)=C(N)Oc2c1c(C)nn2-c1ccccc1 (stereo unspecified)
→ 4	/
COc1ccc2[nH]c3c(NCCCN4CCCC4=O)ncnc3c2c1
→ 24	/
Cc1ccc(/C=C/C(=O)O)cc1S(=O)(=O)NCCCC(=O)O
→ 30	/
N#CCCCSc1nnc(-c2ccc(Cl)cc2)n1-c1ccccc1
→ -17	-10
c1csc(CSc2nnc3sc4ccccc4n23)c1
→ 3	-86
COc1ccc(Nc2nc3ccccc3c(=O)s2)c(OC)c1
→ -15	2
COc1cccc(NC(=O)C2C3C=CC4(O3)C2C(=O)N(C2CC2)C4C(=O)NC2CCCCC2C)c1 (stereo unspecified)
→ 1	5
OC1(c2ccccc2)C/C(=N\n2cnnc2)C=C1c1ccccc1 (stereo unspecified)
→ -7	-14
CC(C)c1cc(-c2cc(C(=O)Nc3ccccc3)on2)nc(NCC2CC2)n1
→ -15	/
CCOC(=O)N1CCN(C(=O)/C(=C/c2cccc3ccccc23)NC(=O)c2ccc(OC)cc2)CC1
→ 11	/
COC(=O)c1ccc(Oc2cc(C)nc(SC)n2)cc1
→ 9	-20
COC(=O)C1ON2OC(C(=O)OC)C(C(=O)OC)C2C1CC(C)=O (stereo unspecified)
→ 9	-12
COc1cccc(OCC(=O)N2CCN(C)CC2)c1
→ 6	6
C=C(C)C1Cc2c(C)nn(-c3ccccc3)c2C1 (stereo unspecified)
→ 15	-21
CSCCC(NC(=O)c1c(C)oc2c1CCCC2)C(=O)O (stereo unspecified)
→ -21	7
CCN(CC(=O)NC1CCCCCC1)S(=O)(=O)c1ccccc1
→ -9	4

Carrying on:
Every second line gives: RmlCD inh mix	HIV RNase H inh
CCOC(=O)c1cnn(-c2nc3sc4c(c3c(=O)[nH]2)CCCC4)c1N
→ /	-2
O=C(NCC(F)(F)F)Nc1ccccn1
→ 8	/
C#CCOCCOCCOCCNc1nc(N2CCN(C(=O)[C@H](CCCCN)n3cc([C@@H](N)CO)nn3)CC2)nc(N2CCN(C(=O)[C@H](Cc3ccc(O)cc3)n3cc([C@@H](N)CC(C)C)nn3)CC2)n1
→ 11	/
Cc1ccc2c(c1)c1cccc3c1n2CCN3CCC(N)=O
→ /	9
Cc1nc2sc(C(c3ccco3)N3CCc4ccccc4C3)c(O)n2n1 (stereo unspecified)
→ -19	-20
O=C(Cn1c(-c2ccccn2)nc2ccccc21)NCCN1CCOCC1
→ 9	4
CC(C)(C)c1ccc(C(=O)Nc2ccc(CC(=O)O)cc2)o1
→ 16	/
Cc1ccc(S(=O)(=O)NC(=O)Nc2ncc3c(n2)CC(c2ccco2)CC3=O)cc1 (stereo unspecified)
→ /	-5
COc1ccc(-n2nnc3c(SCc4ccccc4)ncnc32)cc1
→ 2	1
CCC(NS(=O)(=O)c1ccc(OC)cc1)C(=O)O (stereo unspecified)
→ -13	-5
NC1=NC(c2ccc(Cl)cc2)n2c(nc3ccccc32)N1 (stereo unspecified)
→ -15	-7
CCOc1ccc2nc(SCC(=O)N(C)C3CCS(=O)(=O)C3)[nH]c2c1 (stereo unspecified)
→ -11	4
COc1ccc2oc(=O)c(-c3nc4ccccc4o3)cc2c1
→ 15	/
CCC(Sc1ccc2nnc(-c3ccc(OC)c(OC)c3)n2n1)C(=O)O (stereo unspecified)
→ -12	36
CCC(c1c(C)[nH]oc1=O)c1c(C)[nH]oc1=O
→ 13	10
CC1CC(NS(=O)(=O)c2cccs2)CC(C)(C)C1 (stereo unspecified)
→ 0	/
COc1ccc(OC)c(S(=O)(=O)Nc2ccccc2F)c1
→ -30	-14
CCOc1cc(C(=O)Nc2cc(=O)n(C)c(=O)n2C)cc(OCC)c1OCC
→ -92	1
CN1/C(=C/C2CC(=O)NC2=O)C(C)(C)c2ccccc21 (stereo unspecified)
→ 9	/
CCC1Oc2ccccc2N(CC(=O)NCCCN2CCN(Cc3ccccc3)CC2)C1=O (stereo unspecified)
→ 7	2
COCCNC(=O)C(OC(=O)CC1Sc2ccccc2NC1=O)c1ccccc1 (stereo unspecified)
→ -11	/
CCCC(=O)Nc1ccc(C(=O)NCC(=O)OCC)cc1
→ -6	-2
Cc1cc(-c2cccnc2)c(C#N)c(SCc2cccc(F)c2)n1
→ 2	/
COc1ccc(-n2c(C)n[nH]c2=O)cc1
→ 10	/
CCOC(=O)COc1ccc2c(c1)C(=O)CC1(CCCCC1)O2
→ -14	/
COC(=O)CSc1nc(-c2cccs2)ccc1C#N
→ -27	50
Cc1nnc(SCc2ccc(F)cc2)n1NC/C=C/c1ccccc1
→ -5	/
Cc1ccc(-c2nnn(CC(=O)N(CC(=O)NC3CCCCC3)c3ccc(F)c(Cl)c3)n2)o1
→ -8	/
Cc1c(NS(=O)(=O)c2ccc3[nH]c(=O)[nH]c3c2)c(=O)n(-c2ccccc2)n1C
→ -7	4
COc1ccc(Cl)cc1C(=O)NCc1cnn(C)c1C
→ 6	/
CN(C)CCC(c1ccc(Br)cc1)c1ccccn1 (stereo unspecified)
→ 0	-5
CC1(C)[C@@H](O)CC[C@]2(C)C3C(O)C=C4[C@H]5C[C@@](C)(CO)CC[C@]5(C)CC[C@]4(C)[C@]3(C)CC[C@@H]12 (stereo partly specified)
→ 7	/
COc1ccc(S(=O)(=O)N2CCSC2c2ccccc2)cc1 (stereo unspecified)
→ 3	-63
CC(NC(=O)COc1ccccc1)C(c1ccccc1)N1CCN(C)CC1 (stereo unspecified)
→ 7	4
Cc1cc(C)n2c(SCC(=O)NCc3ccco3)nnc2n1
→ -8	0
COC(=O)c1sc2ccccc2c1C(=O)OC
→ 6	-27
Cc1[nH]c2ccccc2c1/C=N/Nc1nc(Nc2ccc(F)cc2)nc(N2CCOCC2)n1
→ -12	/
C=CCNc1nnc(Cl)c2ccccc12
→ 6	/
CC(C)CCNc1nc2c(c(=O)[nH]c(=O)n2C)n1CC(O)COC(C)C (stereo unspecified)
→ 5	-1
CCn1nc(C)c(NC(=O)/C=C/c2cnn(C)c2C)c1C
→ -14	/
Cn1c(NC(=O)CCc2ccccc2)cc(=O)n(C)c1=O
→ -12	-4
CCOC(=O)c1c(C)[nH]c(C)c1C(=O)COC(=O)CCOc1ccccc1OC
→ 4	-10
Cc1nn(C(C)CC(=O)O)c(C)c1C (stereo unspecified)
→ -16	/
COC(=O)c1c(NC(=O)C2CC=CCC2C(=O)O)sc(C(N)=O)c1C (stereo unspecified)
→ /	39
CCOc1ccc(Br)cc1S(=O)(=O)Nc1ccccc1N1CCOCC1
→ -13	-44

A second format for 2 compounds above:
SMILES | RmlCD inh mix | HIV RNase H inh
CN(C)CCC(c1ccc(Br)cc1)c1ccccn1 (stereo unspecified) | 0 | -5
CC1(C)[C@@H](O)CC[C@]2(C)C3C(O)C=C4[C@H]5C[C@@](C)(CO)CC[C@]5(C)CC[C@]4(C)[C@]3(C)CC[C@@H]12 (stereo partly specified) | 7 | /

Next results:
Every second line gives: RmlCD inh mix	HIV RNase H inh
Cc1ccc(NC(=O)COc2ccc(-n3ccnc3)cc2)cc1Cl
→ -15	/
COc1ccc(CC2NCCC3(O)CCCCC23)cc1 (stereo unspecified)
→ -16	-9
O=C(Nc1nc(-c2cc(Cl)sc2Cl)cs1)c1ccc(Br)s1
→ 9	/
CCN(CC)CCn1c(=S)[nH]c2cc(Cl)ccc2c1=O
→ 7	-25
Cc1ccc(-c2nc(C3CCN(S(=O)(=O)c4ccc(C(C)(C)C)cc4)CC3)no2)cc1
→ -10	/
